From PubChem BioAssay
14-3-3 PPI – modulators of 14-3-3 gamma protein binding, primary screen, biochemical, fluorescence polarization; inhibition, % at 40 µM; FP, 14-3-3gamma / TMR-pS259-Raf peptide binding; AID 422, 2006; hit rate 0.19% among 160,000; 14-3-3 protein gamma (Homo sapiens), P61981; in the data active = inhibition above about 30%;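 note: 0% = protein plus tracer without compound and 100% = blank with tracer alone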
Target sequence (P61981 whole entry, looked up): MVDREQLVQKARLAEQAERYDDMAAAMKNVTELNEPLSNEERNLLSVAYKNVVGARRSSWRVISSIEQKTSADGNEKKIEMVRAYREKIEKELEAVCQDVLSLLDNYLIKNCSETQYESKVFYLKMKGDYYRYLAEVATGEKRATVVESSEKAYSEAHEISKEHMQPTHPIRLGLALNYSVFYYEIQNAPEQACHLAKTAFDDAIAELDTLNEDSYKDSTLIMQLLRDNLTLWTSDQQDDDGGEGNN
Starred values were filed as active, the others as inactive; & = joins results of further samples. This is a subset (hit frequency here may not be typical).

The opening 18 compounds, ahead of the listing:
SMILES	14-3-3 PPI
O=C1C=CC(=O)N1c1ccc(Sc2ccc(N3C(=O)C=CC3=O)cc2)cc1	-63
COc1ccc(CCNS(=O)(=O)c2cccc3nsnc23)cc1OC	3&-8
COc1cccc2c(N)c3c(cnn3C)nc12	-2
O=C(Nc1nnc(-c2cccs2)o1)c1cccc(C(F)(F)F)c1	-10
O=C(O)c1cccc(NC(=O)C(c2ccc(Cl)cc2)c2ccc(Cl)cc2)c1	-1
c1ccc(Cn2c(SCc3nc4ccccc4[nH]3)nc3ccccc32)cc1	-4
CC1CN(C=O)c2ccccc2N(Cc2ccccc2)C1=O (stereo not given)	3
COCCn1c(=O)[nH]c2cc(C(=O)NCc3ccc(OC)cc3)ccc2c1=O	-1
O=c1c2cc(N3CCOCC3)ccc2nc(SCc2ccc([N+](=O)[O-])cc2)n1Cc1ccc2c(c1)OCO2	-6
COc1cccc(NS(=O)(=O)c2ccc3[nH]cc(C(=O)N4CCCCCC4)c(=O)c3c2)c1	-21
CCOC(=O)c1ccccc1NC(=O)c1c(O)c2ccccc2n(CC)c1=O	-5
COc1ccc(N2C(=O)c3ccccc3NC2c2ccc(-c3ccc([N+](=O)[O-])cc3)o2)cc1 (stereo not given)	-10
O=C(NCCN1CCCCCC1)C1CCN(S(=O)(=O)N2CCOCC2)CC1	7
O=C(OCc1ccccc1Cl)c1ccc(-n2cnnc2)cc1	2
O=C(CCS(=O)(=O)Cc1cccc(Cl)c1)NCCC1=CCCCC1	2
COc1cc2c(cc1OC)C(C(=O)N1CCN(c3ccc([N+](=O)[O-])cc3)CC1)C(c1ccc(SC)cc1)N(C)C2=O (stereo not given)	-6
CCN(Cc1ccccc1)S(=O)(=O)c1ccc(C(=O)Nc2nnc(-c3cccs3)o2)cc1	4
COc1ccccc1NC(=O)NCCCN1CCN(c2cccc(Cl)c2)CC1	1

Results, repeating the preview:
SMILES	14-3-3 PPI
O=C1C=CC(=O)N1c1ccc(Sc2ccc(N3C(=O)C=CC3=O)cc2)cc1	-63
COc1ccc(CCNS(=O)(=O)c2cccc3nsnc23)cc1OC	3&-8
COc1cccc2c(N)c3c(cnn3C)nc12	-2
O=C(Nc1nnc(-c2cccs2)o1)c1cccc(C(F)(F)F)c1	-10
O=C(O)c1cccc(NC(=O)C(c2ccc(Cl)cc2)c2ccc(Cl)cc2)c1	-1
c1ccc(Cn2c(SCc3nc4ccccc4[nH]3)nc3ccccc32)cc1	-4
CC1CN(C=O)c2ccccc2N(Cc2ccccc2)C1=O (stereo not given)	3
COCCn1c(=O)[nH]c2cc(C(=O)NCc3ccc(OC)cc3)ccc2c1=O	-1
O=c1c2cc(N3CCOCC3)ccc2nc(SCc2ccc([N+](=O)[O-])cc2)n1Cc1ccc2c(c1)OCO2	-6
COc1cccc(NS(=O)(=O)c2ccc3[nH]cc(C(=O)N4CCCCCC4)c(=O)c3c2)c1	-21
CCOC(=O)c1ccccc1NC(=O)c1c(O)c2ccccc2n(CC)c1=O	-5
COc1ccc(N2C(=O)c3ccccc3NC2c2ccc(-c3ccc([N+](=O)[O-])cc3)o2)cc1 (stereo not given)	-10
O=C(NCCN1CCCCCC1)C1CCN(S(=O)(=O)N2CCOCC2)CC1	7
O=C(OCc1ccccc1Cl)c1ccc(-n2cnnc2)cc1	2
O=C(CCS(=O)(=O)Cc1cccc(Cl)c1)NCCC1=CCCCC1	2
COc1cc2c(cc1OC)C(C(=O)N1CCN(c3ccc([N+](=O)[O-])cc3)CC1)C(c1ccc(SC)cc1)N(C)C2=O (stereo not given)	-6
CCN(Cc1ccccc1)S(=O)(=O)c1ccc(C(=O)Nc2nnc(-c3cccs3)o2)cc1	4
COc1ccccc1NC(=O)NCCCN1CCN(c2cccc(Cl)c2)CC1	1
CCOC(=O)CCC(=O)Nc1ccc(S(=O)(=O)N2CCCC2)cc1	-8&-6
O=C1CCc2cc(S(=O)(=O)N3CCC(C(=O)NC4CCCCCCC4)CC3)ccc2N1	-4
Cc1ccc(N2CCN(S(=O)(=O)c3ccccc3)CC2)cc1	-7
CCCNC(=O)c1ccc2c(c1)N(Cc1ccc(F)cc1)C(=O)CS2	1
Cc1ccc(C)n1-c1cccc(N)c1	-43&-68
CC(=O)CCc1c[nH]c2c(C(=O)O)cccc12	1
CCOc1ccc(-c2c(C#N)c(N)nc3c2c(=O)n(C)c(=O)n3C)cc1OC	0
CC1=C(C(=O)Nc2ccccc2F)C(c2cccs2)C2=C(CCCC2=O)N1 (stereo not given)	-1
Cc1ccc(CCN2CC(C(=O)NCC3CCCO3)CC2=O)cc1 (stereo not given)	2
CC1(C)CC(=O)C2=C(C1)Nc1ncnn1C2c1ccc(OC(F)F)cc1 (stereo not given)	1
COc1ccc(NC(=O)C2=C(C)NC3=C(C(=O)CC(c4ccc(OC)c(OC)c4)C3)C2c2cccc(O)c2)cc1 (stereo not given)	-4
COc1cc(OC)cc(C(=O)Oc2ccc3c(=O)c(Oc4ccccc4Cl)coc3c2)c1	-69
O=C(NCc1ccccc1)c1ccc(N2CCN(c3ccccn3)CC2)c([N+](=O)[O-])c1	-6
CCN(CC)CCn1c(=N)n(CC(=O)OC)c2ccccc21	-2
Cn1cc(Cl)c(C(=O)Nc2cccc(Cl)c2Cl)n1	8
CCOc1ccc(NC(=O)c2cc3cc4cc(OC)ccc4nc3s2)cc1	5
COc1ccc(C(C)=O)cc1CSc1nc2c(sc(=S)n2-c2ccccc2)c(=O)n1Cc1ccco1	-16
O=C(CCCN=C1NS(=O)(=O)c2ccccc21)OCC(=O)N1CCc2ccccc21	-7

Fetched by compound from above (2):
SMILES	14-3-3 PPI
CCN(CC)CCn1c(=N)n(CC(=O)OC)c2ccccc21	-2
Cn1cc(Cl)c(C(=O)Nc2cccc(Cl)c2Cl)n1	8

Additional results:
SMILES	14-3-3 PPI
CCC(=O)N1CCc2cc(Br)cc(S(=O)(=O)N3CCCC(C(=O)NC4CCCCC4)C3)c21 (stereo not given)	-1
COc1cccc(C(=O)N2CC(=O)Nc3ccc(F)cc3C2c2ccc(F)cc2)c1OC (stereo not given)	-9
COc1ccc(S(=O)(=O)N(C)CC(=O)NCc2cccnc2)cc1C	3
Cc1c(C(=O)O)c(=O)n(-c2ccccc2)n1-c1ccccc1	-7
O=C(CN1CCCN(S(=O)(=O)c2ccc(F)cc2)CC1)Nc1cccc(C(F)(F)F)c1	-12
O=C(NCCSc1c[nH]c2ccccc12)c1ccccc1	-3
CCSc1nnc2c(n1)OC(c1ccc(N(C)C)cc1)N(C(C)=O)c1ccccc1-2 (stereo not given)	-5
Cc1cc(C)c(S(N)(=O)=O)cc1S(N)(=O)=O	-5
CC1=C(OC(=O)c2ccccc2)C(C)(C)C(c2ccc(Cl)cc2)OC1=O (stereo not given)	-3
C=CCn1c(N=Cc2ccc(OCCC(C)C)cc2)nc2ccccc21	-16
COCCn1c(SCc2cccnc2)nnc1-c1c[nH]c2ccccc12	-1
Cc1ccc(Cn2c(NC(=O)c3ccco3)nc3ccccc32)cc1	-1
Cc1cccc(Cn2c(SCC(=O)c3ccccc3)nc3c2c(=O)n(C)c(=O)n3C)c1	1
COc1ccc(C(=O)c2coc3ccc(O)c(CN(C)C)c23)cc1	-6
Cc1nc2cc(F)ccc2n1C1CCN(S(=O)(=O)c2ccccc2)CC1	-13
Cc1cccc(-n2nc3c(c2NC(=O)c2ccco2)CSC3)c1C	-6
CCOC(=O)c1ccccc1NC(=O)c1sc2ncnc(N3CCCCC3C)c2c1C (stereo not given)	1
CCn1cc(C(=O)Nc2ccc3c(c2)OCCO3)c2cc(OC)c(OC)cc2c1=O	0
CCC(=O)N1CN(S(=O)(=O)c2ccc(C)cc2)CC1C (stereo not given)	-7
O=C1c2cccc(N3CCCC3)c2C(=O)c2cccc(N3CCCC3)c21	-65
c1ccc(SCCN2CCOCC2)cc1	-2
COc1ccc(Br)cc1CN1CCCC(C(=O)N2CCCCC2)C1 (stereo not given)	-5
Nc1ncnc(NCC2CCCO2)c1[N+](=O)[O-] (stereo not given)	1
O=C(NC1CCCCC1)C(c1cc2c(cc1[N+](=O)[O-])OCO2)N1CCOCC1 (stereo not given)	-9
CCCOC(=O)c1[nH]c2c(c1C)C(=O)CC(c1cc(OC)c(OC)c(OC)c1)C2 (stereo not given)	-4
COc1ccc2[nH]c(C)c(CN3CCOCC3)c(=O)c2c1	-2
CN(C)S(=O)(=O)c1ccc(C(=O)Nc2nc(-c3ccc(Br)cc3)cs2)cc1	-6
O=C(N1CCCCCC1)N1c2ccccc2Sc2ccccc21	-5
Cc1ccc(CCNC(=O)C2CCCN2S(=O)(=O)c2ccc3c(c2)CCC(=O)N3)cc1 (stereo not given)	-4
COc1cc(C(=O)OC2CCCCC2=O)cc(OC)c1C (stereo not given)	-13
CCOc1ccc(CN2C(=O)CCC2(C)C(=O)NC2CCCCCC2)cc1 (stereo not given)	-8
CCOc1cc2c(c([N+](=O)[O-])c1)NC(C(=O)O)C1CC=CC21 (stereo not given)	-3
Cc1ccccc1NC(=O)C1c2ccccc2C(=O)N(C)C1c1c[nH]c2ccccc12 (stereo not given)	-2
O=S(=O)(NC1CCCc2ccccc21)c1cccc2cccnc12 (stereo not given)	-8
CC1(C)CC(=O)C(C=NCCN2CCN(CCc3ccccc3)CC2)=C(O)C1	1
Cc1ccc(C(=O)NC2=NCCS2)cc1	-15
Brc1ccc(-c2nnc3sc(CNCCC4=CCCCC4)cn23)cc1	-2
CCC(=Cc1sc2ccc(OC)cc2[n+]1CC)SCC(=O)O	-38
CCOC(=O)c1[nH]c(C)c(/C(O)=C2\C(=O)C(=O)N(CCCN(CC)CC)C2c2cccnc2)c1C (stereo not given)	-2
O=C(Nc1ccccc1NC(=O)c1ccc(Cl)cc1)c1ccc(Cl)cc1	-1
Cc1ccc(S(=O)(=O)N=C(N)c2ccccc2)cc1	-2
Cc1ccc(N(C)C(=O)c2coc(=O)c3ccccc23)cc1C	-4
CCOC(=O)c1cc(CC)sc1NC(=O)c1ccccc1OC	11
N#CC1=C(SCC(=O)c2ccccc2)NC2=C(C(=O)CCC2)C1c1ccco1 (stereo not given)	-12
CCOC(=O)C1=CN(C(C)C)C=C(C(=O)OCC)C1c1ccccc1Br	-1
O=C(c1ccc(Cl)c(Cl)c1)N(Cc1ccco1)c1ccc(O)cc1	6
Cc1ccc2cc3cc(C(=O)NC(C)c4ccc5c(c4)OCCO5)oc3nc2c1 (stereo not given)	16
COc1ccc2c(c1)c(CC(=O)O)c(C)n2Cc1ccc(F)cc1	-6
CC1=C(C(=O)OC2CCCCC2)C(c2ccccc2Cl)C2=C(CCCC2=O)N1 (stereo not given)	-19
Cc1c(C)c2cc3c4c(oc3c(C)c2oc1=O)CCCC4	-2&-4
Cc1ccc(CNc2ccc(C(=O)Nc3ccc(C(F)(F)F)cc3)cc2[N+](=O)[O-])cc1	-47
O=C(/C=N/O)NCc1ccncc1	-6
CC(=O)N1CCc2cc(S(=O)(=O)NC(CC(C)C)C(=O)Nc3cc(C)ccc3C)ccc21 (stereo not given)	-10
Cc1ccc2nc(C(F)(F)F)c(C#N)c(N)c2c1	-3&-15
CCOC(=O)Cc1ccc(N(Cc2ccccc2)S(=O)(=O)c2cccc([N+](=O)[O-])c2)cc1	3
CCCCNC(=O)CN1CC(=O)N(Cc2ccc(C)cc2)C(c2ccccc2F)C1=O (stereo not given)	-10
COc1ccc2c(c1)oc(=O)c1ccccc12	-4
NCCNC(=O)c1c(O)c2ccccc2oc1=O	3
CS(=O)(=O)c1ccc2nc(NS(=O)(=O)c3ccccc3[N+](=O)[O-])sc2c1	-23
O=C(c1ccccc1)N1CCN(C(=O)c2ccccc2)C2C1N(C(=O)c1ccccc1)CCN2C(=O)c1ccccc1 (stereo not given)	0

Going on with the list.
SMILES	14-3-3 PPI
CC(C)(C)C(=O)Cn1c(=O)n(C2CCCCC2)c(=O)c2ccccc21	-4
CC1=C(C(=O)OCCOc2ccccc2)C(c2cccnc2)C2=C(CCCC2=O)N1 (stereo not given)	-6
O=C(Nc1ccccc1C(=O)O)c1ccc(Br)c(S(=O)(=O)Nc2ccc(Br)cc2)c1	-41
CCOc1ccc(S(=O)(=O)N(CC(=O)N2CCc3ccccc32)Cc2ccco2)cc1	-3
COc1cc2nc(SCc3cccc(Cl)c3)n3nc(C)nc3c2cc1OC	-9
S=C1NCN(Cc2ccccc2)CN1c1ccccc1	-2
Cc1c(C(=O)Nc2ccc(-c3nc4ccccc4s3)cc2)oc2ccccc12	-25
CC1CCCCC1NC(=O)CCCn1c(=S)[nH]c2ccccc2c1=O (stereo not given)	11
CCCOc1ccc(C(=O)N2CCN(c3ccc(N)cc3Cl)CC2)cc1	3
CCCNC(=O)N1CCN(S(=O)(=O)c2ccc(C)c(C)c2)CC1	-8
CCOC(=O)C1C(=O)C=C(c2cccs2)CC1c1ccc(OC)c(OC)c1 (stereo not given)	8
O=C(O)c1ccc2c(=O)n(CC3CCCO3)c(=S)[nH]c2c1 (stereo not given)	-5
C=CCN(C(=O)c1cc2cc3ccc(C)cc3nc2o1)c1ccccc1	-17
CC1=C(C(=O)OC2CCCCC2)C(c2cccc([N+](=O)[O-])c2)n2ncnc2N1 (stereo not given)	4
Cc1ccc(S(=O)(=O)Nc2nc3ccccc3nc2NCc2ccco2)cc1C	-10
O=C(CCCCn1c(=O)[nH]c2ccccc2c1=O)NCc1ccc2c(c1)OCO2	-9
CC1CC(C)CN(CC(O)COCc2ccc(Cl)cc2)C1 (stereo not given)	-5
CCN1CCN(CCCNC(=O)c2cc(=O)[nH]c3ccc(S(=O)(=O)N4CCCCC4)cc23)CC1	4
Cc1nc(-c2ccccc2)sc1C(=O)Nc1ccccc1	0
OCc1nc2ccccc2n1C/C=C/c1ccccc1	-4
CC(=O)c1cccc(NC(=O)c2cnc3n(c2=O)CCS3)c1	-3
Cn1c2ccccc2c2nnc(SCC(=O)Nc3ccc(OC(F)(F)F)cc3)nc21	-115
Cc1cc(C)n2nc(SCC(=O)Nc3ccccc3C(F)(F)F)nc2n1	-7
C[N+](C)(C)CCCCCCCCCC[N+](C)(C)C	-5&-7
CC1(C)CC(=O)C(C(C2=C(O)CC(C)(C)CC2=O)c2cccc(O)c2)C(=O)C1 (stereo not given)	-4&3
